Assay outcomes: PubChem BioAssay, several laboratories
procasp3 activ = procaspase-3 (human) activation | P42574 | recombinant procaspase-3 D3A, Ac-DEVD-pNA absorbance 405 nm | activation, % at 8.5 µM | 330,000 tested, 0.11% active | AID 463141;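 active means activation above the mean of all tested compounds plus 3 SD, cut at about 21% in these data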;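 further: 0% = DMSO alone and 100% = DMSO wells spiked with extra 5 µM PC-3 D3A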
Target sequence (P42574 whole entry D9A/D28A/D175A): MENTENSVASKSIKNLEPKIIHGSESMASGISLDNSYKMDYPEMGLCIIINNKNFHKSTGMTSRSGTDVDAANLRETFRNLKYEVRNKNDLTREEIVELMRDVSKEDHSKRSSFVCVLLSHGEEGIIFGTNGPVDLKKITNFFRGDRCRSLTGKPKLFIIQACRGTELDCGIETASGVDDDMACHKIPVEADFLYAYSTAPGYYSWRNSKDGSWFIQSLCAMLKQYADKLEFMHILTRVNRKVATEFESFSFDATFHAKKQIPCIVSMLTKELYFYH
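Evaluation: percent activation relative to control range; Material: Procaspase-3 D3A mutant, all three cleavage aspartates alanine; Compound: single dose, 8.5 µM nominal compound, 0.8% DMSO; Replication: one well per compound; Signal: absorbance at 405 nm, 0 and 120 min; Schedule: 1 h preincubation plus 2 h reaction at 25 °C.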
MEP2 TOR yeast = modulators of TOR pathway MEP2-GFP in S. cerevisiae; AID 2016; 330,000 tested, 0.51% active; S. cerevisiae MEP2-GFP strain, flow cytometry GFP, 3 h; 100% = DMSO control level; GFP response vs DMSO, % at 10 µM;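 active means GFP response versus DMSO above a set limit, roughly screen mean plus 3 SD, cut at about 180% in these data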;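 further: median GFP fluorescence of the barcode-gated MEP2-GFP cells per well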
JMJD2C inh = inhibitors of human GASC-1 (JMJD2C) demethylase; AID 2099; 330,000 tested, 0.069% active; Q9H3R0; GST-JMJD2C(1-420) H3K9me3 demethylation, DELFIA europium; inhibition, % at 2.35 µM;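 active means more than half of a compound's replicate wells show inhibition beyond 50%, single wells judged on their own value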;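 further: signal counts dimethyl H3K9 product captured on neutravidin plate; 0% = median of DMSO wells and 100% = 0.3 times that DMSO median; strong numbers were not always called active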
Target sequence (Q9H3R0 1-420 limits assumed): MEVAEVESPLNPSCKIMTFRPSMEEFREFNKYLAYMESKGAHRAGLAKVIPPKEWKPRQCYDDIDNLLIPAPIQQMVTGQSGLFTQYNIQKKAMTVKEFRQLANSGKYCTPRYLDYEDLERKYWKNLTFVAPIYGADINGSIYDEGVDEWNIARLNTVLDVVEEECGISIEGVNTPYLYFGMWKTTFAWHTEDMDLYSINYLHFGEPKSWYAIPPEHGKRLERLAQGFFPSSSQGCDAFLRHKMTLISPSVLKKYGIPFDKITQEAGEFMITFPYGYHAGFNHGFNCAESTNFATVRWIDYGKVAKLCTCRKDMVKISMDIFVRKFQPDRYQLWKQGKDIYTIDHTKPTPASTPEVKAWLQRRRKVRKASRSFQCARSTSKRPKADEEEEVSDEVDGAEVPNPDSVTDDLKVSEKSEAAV
RPL19A-GFP yeast = alters RPL19A-GFP fluorescence in TOR pathway yeast screen | S. cerevisiae RPL19A-GFP strain, flow cytometry, 3 h; hits give low values | percent response vs DMSO, % at 10 µM | 330,000 tested, 0.3% active | AID 2025;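 active means percent response vs DMSO below 50%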;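 further: median channel GFP fluorescence of the barcoded RPL19A-GFP strain; ratio of sample median GFP to plate DMSO average so 100% = DMSO; lower means less RPL19A-GFP as with rapamycin TOR inhibition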
AHR act = human AHR activation. 320,000 tested, 2.5% active. AID 2796. AHR-responsive luciferase reporter cells, luminescence. P35869. activation, % at 5 µM; in the data active means activation above about 47%;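 further: 0% = vehicle wells and 100% = reference agonist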
LAP4-GFP MLPCN = modulators of TOR pathway LAP4-GFP in S. cerevisiae | 320,000 tested, 0.34% active | S. cerevisiae LAP4-GFP multiplex, flow cytometry GFP, 3 h; median GFP as percent of DMSO wells | GFP response vs DMSO, % at 10 µM;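 active means GFP response vs DMSO above a set limit, about the screen mean plus 3 SD, cut at about 150% in these data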
proCasp7 act = counter-screen: procaspase-7 (human) activation | AID 463210 | activation, % at 8.5 µM | P55210 | recombinant procaspase-7, Ac-DEVD-pNA absorbance 405 nm; D23A/D198A/D206A triple mutant, cannot self-cleave; scale: DMSO 0, 5 µM enzyme 100 | 330,000 tested, 0.093% active;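 active means percent activation above the screen-wide mean plus 3 SD, cut at about 25% in these data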
Target sequence (P55210 whole entry D23A/D198A/D206A): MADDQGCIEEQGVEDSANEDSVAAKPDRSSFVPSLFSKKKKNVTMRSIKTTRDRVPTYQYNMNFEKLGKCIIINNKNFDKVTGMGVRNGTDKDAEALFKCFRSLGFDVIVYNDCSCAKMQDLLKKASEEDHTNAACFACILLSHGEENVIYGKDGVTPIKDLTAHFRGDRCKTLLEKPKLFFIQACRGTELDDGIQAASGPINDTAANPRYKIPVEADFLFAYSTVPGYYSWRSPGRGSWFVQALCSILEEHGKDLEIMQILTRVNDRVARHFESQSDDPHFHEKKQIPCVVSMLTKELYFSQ
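Material: Procaspase-7 triple mutant (PC-7 D3A) | Quantity: 2 µM procaspase-7 mutant as dispensed | Reagent: DEVD-pNA substrate | Times: 1 h preincubation, 2 h reaction | Technique: 405 nm absorbance of p-nitroaniline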
Yeast superoxide = caloric restriction mimetics inhibiting age-related superoxide in yeast. S. cerevisiae aged cells, superoxide DHE fluorescence; hits give low values. superoxide response (% of plate mean), % at 10 µM. 330,000 tested, 0.18% active;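 active means superoxide response under a set limit, about three screen SD below normal, cut at about 65% in these data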;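 further: yeast aged for seven days with compound at 30 °C before DHE staining; 100% = average MFI of all compound-treated wells on the plate with controls excluded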
* marks the source's active call; other numbers are inactive results; & = joins results of further samples. Compounds as they come. Share with any hit: about 3.8%.

How did O=C1NC[C@H](c2ccccc2)N(CCc2cccc(F)c2)C1=O do in these assays?
procasp3 activ: 6; MEP2 TOR yeast: 103; JMJD2C inh: 3; RPL19A-GFP yeast: 103; AHR act: -1; LAP4-GFP MLPCN: 97; proCasp7 act: -1; Yeast superoxide: 93

How did O=C(N1CCCC1)N1CCN(S(=O)(=O)c2ccccc2)CC1 do in these assays?
procasp3 activ: 6; MEP2 TOR yeast: 120; JMJD2C inh: 82; RPL19A-GFP yeast: 101; AHR act: -1; LAP4-GFP MLPCN: 112; proCasp7 act: 5; Yeast superoxide: 97

Results for CCN(CCO)C(=O)c1ccc2oc(Cc3ccc(Cl)cc3)nc2c1 ?
procasp3 activ: -5; MEP2 TOR yeast: 107; JMJD2C inh: 20; RPL19A-GFP yeast: 101; AHR act: -2; LAP4-GFP MLPCN: 97; proCasp7 act: -6; Yeast superoxide: 101

How did NC(=O)c1ccc(-n2nnnc2SCC(=O)Nc2ccccc2F)cc1 do in these assays?
procasp3 activ: 11; MEP2 TOR yeast: 107; JMJD2C inh: -8; RPL19A-GFP yeast: 103; AHR act: 3; LAP4-GFP MLPCN: 88; proCasp7 act: -4; Yeast superoxide: 99

Results for COc1ccc(C2C(C(=O)Nc3cccnc3)=C(C)Nc3nc(-c4cccs4)nn32)cc1OC (stereo not drawn) ?
procasp3 activ: -9; MEP2 TOR yeast: 107; JMJD2C inh: -14&-6; RPL19A-GFP yeast: 102; AHR act: 2; LAP4-GFP MLPCN: 103; proCasp7 act: -8; Yeast superoxide: 104

Results for O=C(CSc1nnc2c(Cl)cc(Cl)cn12)N1CCOCC1 ?
procasp3 activ: 8; MEP2 TOR yeast: 91; JMJD2C inh: 3; RPL19A-GFP yeast: 93; AHR act: 4; LAP4-GFP MLPCN: 98; proCasp7 act: -3; Yeast superoxide: 96

What do the screens show for `CS(=O)(=O)c1ccc(Cl)c(NC(=O)COC(=O)CNC(=O)c2ccc(Br)o2)c1`?
procasp3 activ: 6; MEP2 TOR yeast: 97; JMJD2C inh: 25; RPL19A-GFP yeast: 98; AHR act: 0; LAP4-GFP MLPCN: 90; proCasp7 act: -2; Yeast superoxide: 98

What do the screens show for `O=C(COC(=O)CCSc1ccc(Cl)cc1)NCc1ccco1`?
procasp3 activ: 3; MEP2 TOR yeast: 88; JMJD2C inh: 0; RPL19A-GFP yeast: 96; AHR act: -2; LAP4-GFP MLPCN: 89; proCasp7 act: 2; Yeast superoxide: 94

What do the screens show for `CCCCOc1ccc(C(=O)NCC2(c3ccc(OC)cc3)CCOCC2)cc1`?
procasp3 activ: 3; MEP2 TOR yeast: 92; JMJD2C inh: -9; RPL19A-GFP yeast: 99; AHR act: 1; LAP4-GFP MLPCN: 100; proCasp7 act: 6; Yeast superoxide: 80

Results for CSc1ccc(/C=C(/NC(=O)c2ccco2)C(=O)N2CCCCCC2)cc1 ?
procasp3 activ: 5; MEP2 TOR yeast: 105; JMJD2C inh: 3; RPL19A-GFP yeast: 98; AHR act: 6; LAP4-GFP MLPCN: 101; proCasp7 act: 1; Yeast superoxide: 96

Results for CC1CC(C)CN(C(=O)c2ccc3c(=O)n(Cc4ccc5c(c4)OCO5)c(=S)[nH]c3c2)C1 (stereo not drawn) ?
procasp3 activ: 4; MEP2 TOR yeast: 121; JMJD2C inh: 4; RPL19A-GFP yeast: 105; AHR act: 2; LAP4-GFP MLPCN: 107; proCasp7 act: 3; Yeast superoxide: 102

How did CCc1ccc(NC(=O)COC(=O)c2ccc(Cl)c(S(=O)(=O)N3CCCCCC3)c2)cc1 do in these assays?
procasp3 activ: 1; MEP2 TOR yeast: 95; JMJD2C inh: 6; RPL19A-GFP yeast: 93; AHR act: 0; LAP4-GFP MLPCN: 85; proCasp7 act: 0; Yeast superoxide: 99

Structural class: the compounds so far containing fluorine
How did O=C1NC[C@H](c2ccccc2)N(CCc2cccc(F)c2)C1=O do in these assays?
procasp3 activ: 6; MEP2 TOR yeast: 103; JMJD2C inh: 3; RPL19A-GFP yeast: 103; AHR act: -1; LAP4-GFP MLPCN: 97; proCasp7 act: -1; Yeast superoxide: 93

How did NC(=O)c1ccc(-n2nnnc2SCC(=O)Nc2ccccc2F)cc1 do in these assays?
procasp3 activ: 11; MEP2 TOR yeast: 107; JMJD2C inh: -8; RPL19A-GFP yeast: 103; AHR act: 3; LAP4-GFP MLPCN: 88; proCasp7 act: -4; Yeast superoxide: 99

(further entries)
What do the screens show for `COc1ccccc1CN(CC(=O)NCc1ccco1)C(=O)CNS(=O)(=O)c1ccccc1`?
procasp3 activ: -5; MEP2 TOR yeast: 105; JMJD2C inh: -10; RPL19A-GFP yeast: 106; AHR act: 11; LAP4-GFP MLPCN: 106; proCasp7 act: 3; Yeast superoxide: 107

How did CCN(CC)CCSc1nc2ccccc2n1Cc1ccccc1 do in these assays?
procasp3 activ: 6; MEP2 TOR yeast: 105; JMJD2C inh: 7; RPL19A-GFP yeast: 106; AHR act: 0; LAP4-GFP MLPCN: 91; proCasp7 act: 13; Yeast superoxide: 101

What do the screens show for `C=CCOc1ccc(C(c2c(C(=O)O)[nH]c3ccccc23)c2c(C(=O)O)[nH]c3ccccc23)cc1`?
procasp3 activ: 2; MEP2 TOR yeast: 92; JMJD2C inh: -6; RPL19A-GFP yeast: 98; AHR act: 27; LAP4-GFP MLPCN: 85; proCasp7 act: 0; Yeast superoxide: 115

What do the screens show for `CC(=O)NC(c1cccs1)c1cc(F)c2cccnc2c1O` (stereo not drawn)?
procasp3 activ: 4; MEP2 TOR yeast: 95; JMJD2C inh: -3; RPL19A-GFP yeast: 95; AHR act: 4; LAP4-GFP MLPCN: 90; proCasp7 act: 17; Yeast superoxide: 90

How did O=C1CN(S(=O)(=O)c2ccccc2)CCN1 do in these assays?
procasp3 activ: 3; MEP2 TOR yeast: 98; JMJD2C inh: -1; RPL19A-GFP yeast: 99; AHR act: -1; LAP4-GFP MLPCN: 95; proCasp7 act: 1; Yeast superoxide: 91

How did CCCN1CCc2c(sc(NC(=O)C3CCN(S(=O)(=O)c4cccs4)CC3)c2C(N)=O)C1 do in these assays?
procasp3 activ: -9; MEP2 TOR yeast: 101; JMJD2C inh: -6; RPL19A-GFP yeast: 100; AHR act: -1; LAP4-GFP MLPCN: 104; proCasp7 act: -26; Yeast superoxide: 97

What do the screens show for `CC(C1CC1)N(Cc1ccccc1)C(=S)Nc1ccccc1` (stereo not drawn)?
procasp3 activ: -4; MEP2 TOR yeast: 97; JMJD2C inh: 6; RPL19A-GFP yeast: 101; AHR act: -2; LAP4-GFP MLPCN: 105; proCasp7 act: 0; Yeast superoxide: 108

How did O=C1C=CC[C@H](/C=C/C[C@@H](O)C[C@H](O)CCc2ccccc2)O1 do in these assays?
procasp3 activ: 9; MEP2 TOR yeast: 113; JMJD2C inh: -2; RPL19A-GFP yeast: 101; AHR act: 0; LAP4-GFP MLPCN: 108; proCasp7 act: 6; Yeast superoxide: 78

How did CS(=O)(=O)N1CCN(c2ccc(C(=O)N3CCOCC3)cc2[N+](=O)[O-])CC1 do in these assays?
procasp3 activ: -3; MEP2 TOR yeast: 95; RPL19A-GFP yeast: 96; AHR act: -1; LAP4-GFP MLPCN: 92; proCasp7 act: -5; Yeast superoxide: 106

Results for O=C(CSc1nnc(COc2ccc(Cl)cc2)o1)N1CCCCC1 ?
procasp3 activ: -6; MEP2 TOR yeast: 104; JMJD2C inh: 6; RPL19A-GFP yeast: 98; AHR act: -1; LAP4-GFP MLPCN: 95; proCasp7 act: -9; Yeast superoxide: 103

How did COc1ccc(C(=O)N/N=C/c2ccccn2)cc1OC do in these assays?
procasp3 activ: 3; MEP2 TOR yeast: 102; JMJD2C inh: -9; RPL19A-GFP yeast: 106; AHR act: 21; LAP4-GFP MLPCN: 102; proCasp7 act: -5; Yeast superoxide: 93

What do the screens show for `COc1ccc(C)cc1NC(=O)C(OC(=O)c1cnccn1)c1ccccc1` (stereo not drawn)?
procasp3 activ: 4; MEP2 TOR yeast: 97; JMJD2C inh: -5; RPL19A-GFP yeast: 97; AHR act: 32; LAP4-GFP MLPCN: 113; proCasp7 act: 7; Yeast superoxide: 102

What do the screens show for `O=C(CCNS(=O)(=O)c1ccc(Br)cc1)NCCc1ccc(Cl)cc1`?
procasp3 activ: 2; MEP2 TOR yeast: 90; JMJD2C inh: -3; RPL19A-GFP yeast: 98; AHR act: 1; LAP4-GFP MLPCN: 94; proCasp7 act: 15; Yeast superoxide: 89

How did Cc1cc(C(=O)CSc2nnnn2-c2ccc(O)cc2)c(C)n1Cc1ccc2c(c1)OCO2 do in these assays?
procasp3 activ: 7; MEP2 TOR yeast: 105; JMJD2C inh: 11; RPL19A-GFP yeast: 102; AHR act: 3; LAP4-GFP MLPCN: 108; proCasp7 act: 2; Yeast superoxide: 111

How did CC1CCN(C(=O)c2[nH]cnc2C(=O)Nc2ccccc2)CC1 do in these assays?
procasp3 activ: 5; MEP2 TOR yeast: 96; RPL19A-GFP yeast: 98; AHR act: 10; LAP4-GFP MLPCN: 112; proCasp7 act: -3; Yeast superoxide: 111

Results for CCCCn1c(=O)c(CCC(=O)OCC(=O)Nc2cc(Cl)ccc2OC)nc2ccccc21 ?
procasp3 activ: -3; MEP2 TOR yeast: 105; JMJD2C inh: 9; RPL19A-GFP yeast: 113; AHR act: 0; LAP4-GFP MLPCN: 98; proCasp7 act: 2; Yeast superoxide: 93

Results for CCC(C)Sc1nnc(CNS(=O)(=O)c2ccc(F)cc2)n1C (stereo not drawn) ?
procasp3 activ: 0; MEP2 TOR yeast: 102; JMJD2C inh: -1; RPL19A-GFP yeast: 102; AHR act: -1; LAP4-GFP MLPCN: 97; proCasp7 act: -6; Yeast superoxide: 90

Results for CCOc1ncccc1C(=O)OCC(=O)Nc1cccc(S(=O)(=O)N2CCCCCC2)c1 ?
procasp3 activ: 4; MEP2 TOR yeast: 96; JMJD2C inh: 4; RPL19A-GFP yeast: 95; AHR act: -1; LAP4-GFP MLPCN: 104; proCasp7 act: 5; Yeast superoxide: 115

Results for CC1CCN(C(=O)CCc2ccc(S(=O)(=O)NC(C)C)cc2)CC1 ?
procasp3 activ: 1; MEP2 TOR yeast: 100; JMJD2C inh: -9; RPL19A-GFP yeast: 98; AHR act: 0; LAP4-GFP MLPCN: 100; proCasp7 act: 1; Yeast superoxide: 122

How did CCOC(=O)/C(C#N)=C1/SC(CC)C(=O)N1c1ccc(Br)cc1 (stereo not drawn) do in these assays?
procasp3 activ: -1; MEP2 TOR yeast: 105; JMJD2C inh: 6; RPL19A-GFP yeast: 104; AHR act: 1; LAP4-GFP MLPCN: 106; proCasp7 act: 1; Yeast superoxide: 89

What do the screens show for `C=CCN1c2ccccc2[C@]23C[C@@H](C(=O)OC)N(C(=O)c4ccco4)C2=NC(C(=O)OC)=C(C(=O)OC)[C@H]13`?
procasp3 activ: -7; MEP2 TOR yeast: 88; JMJD2C inh: 4; RPL19A-GFP yeast: 88; AHR act: 0; LAP4-GFP MLPCN: 107; proCasp7 act: 4; Yeast superoxide: 90

Results for COc1ccc(N2CCN(C(=O)COC(=O)CCOc3cc(C)ccc3C)CC2)cc1 ?
procasp3 activ: -4; MEP2 TOR yeast: 101; JMJD2C inh: -2; RPL19A-GFP yeast: 103; AHR act: 1; LAP4-GFP MLPCN: 104; proCasp7 act: -4; Yeast superoxide: 109
